ST2 inh: inhibitors of human ST2 (IL1RL1) binding to IL-33, primary screen, biochemical, AlphaLISA; AlphaLISA ST2-Fc/biotin-IL-33 interaction, 1 h; inhibition, % for hits at 17 µM; hit rate 2.3% among 78,000; AID 1259354, 2018; in the data active = inhibition above about 30%; inconclusive = mostly about 10% to 28%
Target sequence (Q01638 whole entry, looked up): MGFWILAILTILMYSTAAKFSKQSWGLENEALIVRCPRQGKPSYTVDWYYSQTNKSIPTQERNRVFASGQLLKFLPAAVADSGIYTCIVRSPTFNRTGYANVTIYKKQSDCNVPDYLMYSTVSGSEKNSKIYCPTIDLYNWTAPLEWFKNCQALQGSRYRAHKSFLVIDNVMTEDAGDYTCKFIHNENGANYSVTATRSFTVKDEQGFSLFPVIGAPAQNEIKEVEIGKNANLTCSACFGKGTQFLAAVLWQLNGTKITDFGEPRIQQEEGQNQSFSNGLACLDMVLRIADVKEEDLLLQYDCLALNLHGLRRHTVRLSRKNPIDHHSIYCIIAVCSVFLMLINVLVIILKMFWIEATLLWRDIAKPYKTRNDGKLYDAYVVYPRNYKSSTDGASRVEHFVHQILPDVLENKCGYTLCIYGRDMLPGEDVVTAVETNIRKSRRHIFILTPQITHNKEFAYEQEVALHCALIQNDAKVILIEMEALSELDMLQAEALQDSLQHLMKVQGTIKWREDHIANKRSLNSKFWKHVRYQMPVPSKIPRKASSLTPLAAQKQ
The depositor's hits bear a star; i = inactive; ? = inconclusive.

smiles | ST2 inh
CC(C)n1[nH]c(=O)c2c1NC(=O)CSC2c1ccc(OCc2ccccc2)cc1 (centres undefined) | ?
CCN1CCN(Cc2ccc(Cl)cc2)CC1 | i
COc1ccc(CCN(C)Cc2ccco2)cc1OC | i
CCOc1ccc(-n2c(C)nc3ccccc3c2=O)cc1 | ?
C=CCOc1ccc(C2SCC(=O)Nc3c2c(=O)[nH]n3C2CCCC2)cc1 (centres undefined) | ?
Cc1nc(C2CCCC2)cc([C@H]2CN3CC[C@H]2C[C@@H]3CNC(=O)c2ccco2)n1 | ?
CC(C)CN1CCN(Cc2ccccc2OC(F)F)CC1CCO (centres undefined) | ?
Fc1ccc(N2CCN(C[C@H]3CN4CC[C@H]3C[C@@H]4CNC(=S)NCCN3CCOCC3)CC2)cc1 | i
CCN1C(=O)NC(=O)/C(=C\c2cn(CC(=O)N3CCCC3)c3ccccc23)C1=O | i
COc1ccccc1N1CCN(Cc2ccc(F)c(Br)c2)CC1 | ?
CC(=O)NCCNC(=O)[C@H]1CN2CC[C@H]1C[C@@H]2Cn1cc(CN(C)C)nn1 | i
CN1C(=O)C(=Cc2cccn2-c2cccc([N+](=O)[O-])c2)C(=O)N(C)C1=O | i
Cc1ccc(CN2CCN(c3cc(C)ccc3C)CC2)cc1 | ?
COc1ccccc1CN1CCN(c2ccc([N+](=O)[O-])cc2)CC1 | ?
Cc1ccsc1C(=O)C1CCCN(Cc2nc(-c3cccs3)oc2C)C1 (centres undefined) | i

A stretch taken from the entries so far, for reference:
smiles | ST2 inh
CN1C(=O)C(=Cc2cccn2-c2cccc([N+](=O)[O-])c2)C(=O)N(C)C1=O | i
Cc1ccc(CN2CCN(c3cc(C)ccc3C)CC2)cc1 | ?
COc1ccccc1CN1CCN(c2ccc([N+](=O)[O-])cc2)CC1 | ?
Cc1ccsc1C(=O)C1CCCN(Cc2nc(-c3cccs3)oc2C)C1 (centres undefined) | i

By substructure: those above containing a halogen (four)
smiles | ST2 inh
CCN1CCN(Cc2ccc(Cl)cc2)CC1 | i
CC(C)CN1CCN(Cc2ccccc2OC(F)F)CC1CCO (centres undefined) | ?
Fc1ccc(N2CCN(C[C@H]3CN4CC[C@H]3C[C@@H]4CNC(=S)NCCN3CCOCC3)CC2)cc1 | i
COc1ccccc1N1CCN(Cc2ccc(F)c(Br)c2)CC1 | ?

Returning to the listing, repeating the 7 entries before the break.
smiles | ST2 inh
CCN1C(=O)NC(=O)/C(=C\c2cn(CC(=O)N3CCCC3)c3ccccc23)C1=O | i
COc1ccccc1N1CCN(Cc2ccc(F)c(Br)c2)CC1 | ?
CC(=O)NCCNC(=O)[C@H]1CN2CC[C@H]1C[C@@H]2Cn1cc(CN(C)C)nn1 | i
CN1C(=O)C(=Cc2cccn2-c2cccc([N+](=O)[O-])c2)C(=O)N(C)C1=O | i
Cc1ccc(CN2CCN(c3cc(C)ccc3C)CC2)cc1 | ?
COc1ccccc1CN1CCN(c2ccc([N+](=O)[O-])cc2)CC1 | ?
Cc1ccsc1C(=O)C1CCCN(Cc2nc(-c3cccs3)oc2C)C1 (centres undefined) | i
CCC(Cn1ccnc1)NC(=O)c1cn(C)c2ccccc12 (centres undefined) | ?
O=C(O)C(O)c1ccc(Cl)cc1 (centres undefined) | i
C[C@@H]1O[C@H](C[N+](C)(C)C)C[C@H]1O | i
CN1C(=O)C2(CCN(Cc3noc(-c4ccco4)n3)CC2)c2ccccc21 | ?
C#C[C@H]1CN2CC[C@H]1C[C@@H]2COC(=O)Nc1ccc(C(C)(C)C)cc1 | i
Cc1nc(CN2CCN(C(=O)COc3c(C)ccc(C)c3C)CC2)no1 | i
C[C@H](N)c1cccc(Cl)c1Cl | i
Cc1c(Br)c([N+](=O)[O-])nn1CC(=O)Nc1ccc(Cl)cc1C(=O)c1ccccc1 | i
C#C[C@H]1CN2CC[C@H]1C[C@@H]2CNC(=O)C1CCCCC1 | i
COc1ccc2c(c[n+](C)c3c4cc5c(cc4ccc23)OCO5)c1OC | i
Nc1nonc1-c1nonc1N | i
CC(C)(C)c1ccc(-c2cn(C[C@H]3CC4CCN3C[C@@H]4C(=O)NCc3ccco3)nn2)cc1 (some centres undefined) | i
O=c1c2ccccc2nc(-c2ccccc2Cl)n1-c1ccccc1O | i
COc1cc2c(cc1O)CCNC2C (centres undefined) | ?
C#C[C@H]1CN2CC[C@H]1C[C@@H]2CNCc1cccc(C#N)c1 | i
Cc1ccc(S(=O)(=O)NC[C@H]2C[C@@H]3CCN2C[C@@H]3CN2CCCCC2)cc1 | i
CCCSc1ncc(CN2CC[C@@]3(O)CCCC[C@H]3C2)cn1 | ?
O=C(NC[C@H]1C[C@@H]2CCN1C[C@@H]2CN1CCC(Cc2ccccc2)CC1)c1ccc2c(c1)OCO2 | i
C[C@H](Cc1ccc2c(c1)OC(C(=O)O)(C(=O)O)O2)NC[C@H](O)c1cccc(Cl)c1 | ?
C=CCN(C)C(=O)[C@H]1CN2CCC1C[C@@H]2Cn1cc(COC)nn1 (some centres undefined) | i
c1ccc(CN2CCN(Cc3ccc4c(c3)OCCO4)CC2)cc1 | ?
COc1ccc(CN(C)C)c(OC(=O)N(C)C)c1 | i
CC(=O)c1ccc(NC(=O)NC[C@H]2C[C@@H]3CCN2C[C@@H]3CN2CCSCC2)cc1 | ?
C#C[C@H]1CN2CC[C@H]1C[C@@H]2CNC(=S)NCCOC | i
COc1cc(C(=O)N2CCC3(CC2)CN(C)CCN3C)ccn1 | i
Cc1cc(C)c(CNc2cc(C(C)C)nc(C)n2)cn1 | ?
Cc1ccccc1C1N(c2ccccn2)C(=O)C2CCCN21 (centres undefined) | i
COc1c[nH]c(CN2C[C@H]3C[C@H](O)[C@H](O)C[C@H]3C2)cc1=O | i
CCCS(=O)(=O)NC[C@H]1C[C@@H]2CCN1C[C@@H]2c1cc(-c2ccc(F)cc2)nn1C | i
Cc1nc(-c2ccccc2)cc([C@H]2CN3CC[C@H]2C[C@@H]3CNC(=O)c2ccccc2C(=O)O)n1 | i
CC(=O)N1C[C@@H]2C[C@H](C1)c1ccc(N)c(=O)n1C2 | i
CCN1CCN(Cc2cccc(OC)c2OC)CC1 | i
CN1CCC(N2CCCCCCC2)CC1 | i
Brc1cccc(CN2CCN(c3ccccc3)CC2)c1 | 31.0%*
COc1ccc(-c2cc([C@H]3CN4CC[C@H]3C[C@@H]4CNC(=S)Nc3ccccc3)n(C)n2)cc1 | i
CS(=O)(=O)N1C[C@@H]2C[C@H](C1)c1c(-c3ccc(OC(F)(F)F)cc3)ccc(=O)n1C2 | i
C=CCOc1ccccc1CN1CCN(c2ccccc2F)CC1 | i
C#C[C@H]1CN2CC[C@H]1C[C@@H]2CNS(=O)(=O)c1ccc(OC)cc1 | i
O=C(c1cccc2ccnn12)N1C[C@@H]2C[C@H](C1)c1cccc(=O)n1C2 | i
COc1ccc(OC)c(CN2CCN(c3ccccc3Cl)CC2)c1 | i
C=C[C@H]1CN2CC[C@H]1C[C@@H]2CNC(=O)c1ccc(N(C)C)cc1 | ?
Cc1nc(-c2cccs2)cc([C@H]2CN3CC[C@H]2C[C@@H]3CNC(=O)Nc2cccc(C(F)(F)F)c2)n1 | ?
COc1ccccc1CNC(=O)[C@H]1CN2CCC1C[C@@H]2Cn1cc(CO)nn1 (some centres undefined) | i
CC(C)c1nnc(CN2C[C@H]3CC=CC[C@H]3C2)o1 | i
CCCN1CCc2cccc3c2[C@H]1Cc1ccc(O)c(O)c1-3 | ?
CCN(Cc1ccccc1)C(=O)c1cn(CC2CCCO2)cc(C(=O)NC2CCCCCCC2)c1=O (centres undefined) | i
Cc1ccc2c(c1)N(CCC(=O)N1CCC3(CC1)OCCO3)C(=O)C(C)O2 (centres undefined) | ?
O=C(c1ccccc1)N1C[C@@H]2C[C@H](C1)c1ccc(NS(=O)(=O)c3cccs3)c(=O)n1C2 | ?
CC1=C2C(=O)C3[C@@H](CC=C4C[C@@H](O)CC[C@@]43C)[C@@H]2CC[C@]12O[C@@H]1C[C@H](C)CN[C@H]1[C@H]2C (some centres undefined) | i
O=C(c1ccc(F)cc1)N1C[C@@H]2C[C@H](C1)c1ccc(C3CCCCC3)c(=O)n1C2 | ?
O=S(=O)(NC[C@H]1C[C@@H]2CCN1C[C@@H]2CN1CCc2ccccc2C1)c1ccccc1 | i
COc1cc(/C=C/[N+](=O)[O-])cc(I)c1OCc1ccccc1 | ?
CCN1C(=O)NC(=O)/C(=C\c2cn(CC(=O)NCC3CCCO3)c3ccccc23)C1=O (centres undefined) | ?
O=C1C2CCCN2C(c2ccc(Cl)cc2)N1c1ccccn1 (centres undefined) | i
CC1N=C(c2ccccc2)c2ccccc2N(CC(=O)NCc2ccco2)C1=O (centres undefined) | i
Cc1ccc(CN2CCCN(CC(=O)NC(C)C)S2(=O)=O)cc1 | i
O=[N+]([O-])c1c(Br)c([N+](=O)[O-])c2n[nH]nc2c1Br | i
CC/C(=C\c1cc(Br)c(O)c(OC)c1)[N+](=O)[O-] | ?
O=C(O)Cc1cnc[nH]1 | ?
CC[C@H]1C2CC3[C@@H]4N(C)c5ccccc5[C@]45C[C@@H]([C@H]2[C@H]5O)N3[C@@H]1O | ?

The list goes on.
smiles | ST2 inh
Cc1ncc(CNC(=O)N(CCCl)N=O)c(N)n1 | ?
O=C(NC(=O)c1c(F)cccc1F)Nc1ccc(Cl)cc1 | i
CN1CCN(Cc2ccsc2)CC1 | i
O=[N+]([O-])c1ccc(N2CCCC2)c2ncccc12 | ?
CC(Cc1ccc(O)cc1)NCC(O)c1cc(O)cc(O)c1 (centres undefined) | i
C/C=C(\C)CN1CCC2(CCNCC2)C1 | i
COCc1cn(C[C@H]2C[C@@H]3CCN2C[C@@H]3C(=O)NC(C)C)nn1 | i
O=c1c2ccccc2nc(-c2ccco2)n1-c1ccc(F)cc1 | i
CCCN1CCC[C@@H]2Cc3nc(N)ncc3C[C@H]21 | i
C1CN(C23CC4CC(CC(C4)C2)C3)CCN1 | i
CC(C)CNc1c2c(nc3ccccc13)CCC2 | i
COc1ccccc1NC(=O)N1C[C@@H]2C[C@H](C1)c1c(-c3cncnc3)ccc(=O)n1C2 | i
COc1ccccc1N1C(=O)CC(=O)NC1=O | i
Oc1cccc(CN2C[C@@H](c3ccccc3)[C@@H]3[C@H]2C2CCN3CC2)c1 | i
CCN1CCN(Cc2cc(Br)ccc2OC)CC1 | i
C=CCN1C(=O)c2ccccc2Sc2ccc(C(=O)N3CCC4(CC3)OCCO4)cc21 | i
CCCN(CCC)C(=O)Cc1c(-c2ccc(Cl)cc2)nc2c(Cl)cc(Cl)cn12 | ?
Cc1cccc(NC(c2ccc(N(C)C)cc2)c2ccc3ccc(C)nc3c2O)n1 (centres undefined) | 44.0%*
c1ccc(C2(c3ccccc3)CC2C2=NCCN2)cc1 (centres undefined) | i
O=C(NC[C@H]1C[C@@H]2CCN1C[C@@H]2CN1CCc2ccccc2C1)c1ccc(C(F)(F)F)cc1 | i
O=S(=O)(c1cc(Cl)c(O)c(Cl)c1)c1cc(Cl)c(O)c(Cl)c1 | i
CCCCc1cn(C[C@H]2CC3CCN2C[C@@H]3C(=O)NCc2ccc3c(c2)OCO3)nn1 (some centres undefined) | ?
COc1ccc(-c2cn(C[C@H]3C[C@@H]4CCN3C[C@@H]4C(=O)N(C)C)nn2)cc1 | ?
CCOC(=O)C1C(=O)N(C)C2(C)CC1c1ccccc1O2 (centres undefined) | i
NCCc1nc2ccccc2[nH]1 | ?
COc1ccc2cc(C(=O)C3CCCN(CCC(N)=O)C3)ccc2c1 (centres undefined) | ?
O=C(c1cnccn1)N1C[C@@H]2C[C@H](C1)c1c(-c3ccccc3)ccc(=O)n1C2 | ?
Nc1ccc([N+](=O)[O-])cc1C(=O)c1ccccc1 | ?
CC(C)(C)c1ccc(-c2cn(C[C@H]3CC4CCN3C[C@@H]4C(=O)NCc3ccccc3)nn2)cc1 (some centres undefined) | i
COc1cc(O)c(C(=O)O)c(-c2cc(O)c(O)cc2C)c1 | i
CC(=O)NCCNC(=O)[C@H]1CN2CCC1C[C@@H]2Cn1cc(-c2ccc(C(C)(C)C)cc2)nn1 (some centres undefined) | ?
Cc1cc([C@@H]2CCCN2C)on1 | i
COc1ccc(OCC(=O)N2CCCN(C)C3(CCN(C)CC3)C2)cc1 | i
CCC(CC)c1cc([C@H]2CN3CC[C@H]2C[C@@H]3CNC(=O)C2CCC2)nc(-c2ccncc2)n1 | i
CN1CCN(c2ncnc(N)c2[N+](=O)[O-])CC1 | i
Cc1cc(N2CCNCC2)c2ccccc2n1 | i
CCNC(=S)NC[C@H]1C[C@@H]2CCN1C[C@@H]2CC | i
CC[C@H]1CN2CC[C@H]1C[C@@H]2CNC(=S)Nc1cc(C)cc(C)c1 | i
CCCCOc1ccc(C2C(C#N)=C(N)Oc3c2c(=O)oc2ccccc32)cc1OC (centres undefined) | i
C=CCNC(=O)c1cn(Cc2ccc(C)o2)cc(C(=O)N2CCCCCCC2)c1=O | i
O=[N+]([O-])c1ccccc1CN1CC=C(c2ccc(F)cc2)CC1 | 30.0%*

Bioassay records (PubChem)

The list is partial; the hit share may differ from the screen's.
